Assay outcomes as filed in PubChem.
Rab2A wt mod: changes GTP binding to wildtype dog Rab2A, up or down | P61105 | GST-Rab2 wt beads, Bodipy-GTP binding, flow cytometry | GTP binding activity, % at 10 µM | 190,000 tested, 0.19% active;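 active = GTP binding activity at least 20 points away from 100%, either lowered or raised; inconclusive = signal likely due to the compound's own green fluorescence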;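 note: 0% = beads with excess unlabeled GTP and 100% = no-compound control corrected for plate trend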
Rac1 wt GTP bind: alters GTP binding to wildtype human Rac1; GST-Rac1 beads, fluorescent GTP binding, flow cytometry; actives lie on both sides; 0 = cold GTP competed, 100 = untreated; 190,000 tested, 0.27% active; P63000; AID 757; GTP binding activity (% of control), % at 10 µM;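 active = GTP binding activity at least 20 points away from the 100% control level, either lower or higher; inconclusive = compound flagged as likely green fluorescent, judged across all proteins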
Rac1 act GTP bind: human Rac1 activated mutant GTP binding change | GST-Rac1 activated beads, fluorescent GTP binding, flow cytometry; actives lie on both sides; 100% means binding = to untreated wells | percent activity (GTP binding), % at 10 µM | 190,000 tested, 0.11% active | AID 764;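 active = GTP binding at least 20 percentage points away from the 100% baseline, in either direction, so actives lie on both sides; inconclusive = Compound likely fluorescent itself, or too few beads counted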
Bim-Bcl-XL: disrupts Bim peptide binding to human Bcl-XL; Q07817; bead flow cytometry, fluorescence; inhibition, % at 10 µM; 190,000 tested, 0.04% active
Target sequence (Q07817 whole entry, looked up): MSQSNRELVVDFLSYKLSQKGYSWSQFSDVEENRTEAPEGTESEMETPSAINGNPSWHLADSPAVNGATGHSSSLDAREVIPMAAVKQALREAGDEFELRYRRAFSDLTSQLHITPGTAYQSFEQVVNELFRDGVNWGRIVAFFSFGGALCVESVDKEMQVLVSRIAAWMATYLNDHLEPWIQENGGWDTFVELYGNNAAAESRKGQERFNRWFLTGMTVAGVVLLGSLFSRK
Bcl-B Bim block: human Bim-Bcl-B interaction inhibition | bead-based flow cytometry, Bim peptide-Bcl-B binding | inhibition, % at 10 µM | 190,000 tested, 0.073% active | AID 951;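 note: 0% = tracer peptide without compound and 100% = reference inhibitor peptide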
Target sequence (Q9HD36 whole entry, looked up): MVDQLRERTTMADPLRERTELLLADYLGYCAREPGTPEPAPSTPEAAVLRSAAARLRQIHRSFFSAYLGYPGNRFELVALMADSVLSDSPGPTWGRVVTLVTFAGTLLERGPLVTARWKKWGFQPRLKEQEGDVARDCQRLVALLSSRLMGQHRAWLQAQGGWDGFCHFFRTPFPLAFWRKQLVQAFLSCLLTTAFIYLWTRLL
Bim-Bfl-1: human Bim-Bfl-1 interaction inhibition; Q16548; Bead-based flow cytometry, Bim-Bfl-1 binding inhibition; inhibition, % at 10 µM; 190,000 tested, 0.12% active;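 note: 0% = wells without compound plus tracer and 100% = blocker peptide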
Rab7 wt modul: dog Rab7 wildtype GTP binding, inhibitors and activators; 190,000 tested, 0.055% active; GTP binding activity (percent of control), % at 10 µM; AID 758; GST-Rab7 beads, fluorescent GTP binding, flow cytometry; actives lie on both sides; untreated = 100%, excess cold GTP = 0%;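 active = fluorescent GTP binding to Rab7 beads changed by at least 20 points from the 100% baseline, either direction, mostly lower; inconclusive = compound itself probably fluorescent, or too few beads counted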;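 note: median green fluorescence of bound Bodipy-FL-GTP per Rab7 bead population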
Bim-Bcl-W: disrupts Bim peptide binding to human Bcl-W | 190,000 tested, 0.02% active | inhibition, % at 10 µM | bead-based flow cytometry | Q92843;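 note: 0% = bound tracer without compound and 100% = peptide blocker; higher means less fluorescent Bim peptide bound to Bcl-W beads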
Target sequence (Q92843 whole entry, looked up): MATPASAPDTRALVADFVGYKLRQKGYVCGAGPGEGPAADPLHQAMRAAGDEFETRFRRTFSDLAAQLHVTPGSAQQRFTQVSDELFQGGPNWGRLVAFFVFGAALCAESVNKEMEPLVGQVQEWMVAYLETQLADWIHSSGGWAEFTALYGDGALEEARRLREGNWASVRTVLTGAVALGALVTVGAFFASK
Cdc42 wt GTP: human Cdc42 wildtype GTP binding change, either direction; P60953; GST-Cdc42 beads, Bodipy-GTP binding, flow cytometry; actives lie on both sides; percent activity (GTP binding), % at 10 µM; 190,000 tested, 0.2% active; AID 761;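 active = percent activity GTP binding at least 20 points away from the 100% baseline, either down as inhibitor or up as activator; inconclusive = compound flagged as likely green fluorescent from well-wide comparison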;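 note: median bead fluorescence of bound Bodipy-FL-GTP at 100 nM; 0% = excess unlabeled GTP control and 100% = no compound control; below 100% means less GTP binding so inhibitor and above means activator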
Target sequence (P60953 whole entry, looked up): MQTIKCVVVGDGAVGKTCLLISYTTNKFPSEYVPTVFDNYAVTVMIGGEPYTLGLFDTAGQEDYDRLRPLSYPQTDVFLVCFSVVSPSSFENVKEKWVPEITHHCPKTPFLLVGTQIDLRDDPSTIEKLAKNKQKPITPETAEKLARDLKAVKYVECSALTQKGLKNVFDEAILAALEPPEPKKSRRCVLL
Bim-Bcl-2: inhibitors of Bim-Bcl-2 interaction, human. P10415. Bead-based flow cytometry, Bim peptide-Bcl-2 binding. inhibition, % at 10 µM. 190,000 tested, 0.06% active. AID 950; in the data active = inhibition above about 40%; inconclusive = no clear call, values can overlap the other calls;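 note: 0% = no compound wells with probe peptide and 100% = reference peptide inhibitor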
HRas wt GTP: changes GTP binding to wildtype human HRas | P01112 | GST-Ras wt beads, Bodipy-FL-GTP binding, flow cytometry; actives lie on both sides | GTP binding activity, % at 10 µM | 190,000 tested, 0.14% active;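 active = GTP binding activity at least 20% away from the 100% baseline, either lowered as inhibitor or raised as activator; inconclusive = flagged as likely green fluorescent, judged across all proteins in the well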;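 note: 0% = unlabeled GTP competition control and 100% = no-compound control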
Target sequence (P01112 whole entry, looked up): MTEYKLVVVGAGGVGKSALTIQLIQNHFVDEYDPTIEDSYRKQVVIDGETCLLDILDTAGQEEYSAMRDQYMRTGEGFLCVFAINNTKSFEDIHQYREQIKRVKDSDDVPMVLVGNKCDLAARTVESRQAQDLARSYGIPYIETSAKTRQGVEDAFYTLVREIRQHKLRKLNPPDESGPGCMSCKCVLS
* = called active by the depositor; u = inconclusive. Cut-off read from the data, not from the text of the source, unless noted: active = inhibition above about 40%.

Every second line gives: Rab2A wt mod	Rac1 wt GTP bind	Rac1 act GTP bind	Bim-Bcl-XL	Bcl-B Bim block	Bim-Bfl-1	Rab7 wt modul	Bim-Bcl-W	Cdc42 wt GTP	Bim-Bcl-2	HRas wt GTP
CCCCCC(=O)NNC(=S)NC(=O)c1ccccc1[N+](=O)[O-]
  101	100	95	-1	-5	-4	106	-1	99	-4	101
COCCn1c(N)c(S(=O)(=O)c2cccs2)c2nc3ccccc3nc21
  100	99	99	0	-2	0	100	-3	100	0	98
N#Cc1c(-c2ccccc2F)cc(C2CC2)nc1SCC(=O)c1cccs1
  95	100	98	0	-5	-1	96	-3	97	-4	94
Cc1cccc(NC(=S)N2CCn3cccc3C2c2cccnc2)c1 (stereo not given)
  100	107	95	-3	41*	0	101	-1	102	5	100
On1cnnc1-c1ccccc1
  96	100	99	-4	-3	-2	97	-6	100	-5	100
CCCCCNc1nc(NCCCO)c(C#N)c2c1CN(C)CC2
  99	105	99	-6	-7	-12	99	0	99	-11	99
COc1ccc(CC(=O)OC(C)CN2CCCCC2)cc1 (stereo not given)
  97	103	95	0	-2	-3	95	0	99	-2	95
COc1cnc(-c2ccccc2)[nH]c1=O
  95	99	95	1	3	5	97	2	99	2	95
C=CCNc1nc(N)c(C(=C(C#N)C#N)c2ccc(Br)cc2)s1
  u	u	u	21	16	12	u	14	u	13	u
COc1cc(C(=O)N2CCC(n3cnc4cc(F)ccc43)CC2)cc(OC)c1OC
  100	104	98	-2	-4	-10	102	1	100	-8	100
CSCCC1NC2(C(=O)Nc3ccc(Cl)cc32)[C@@H]2C(=O)N(C3CCCC3)C(=O)[C@H]12 (stereo not given in full)
  104	107	102	-8	-8	-9	99	0	102	-8	102
Oc1cc2c(cc1C(c1ccc(Br)cc1)N1CCCC1)OCO2 (stereo not given)
  96	94	92	1	-6	6	98	2	93	2	95
CCOc1ccccc1Nc1nnc(C)c(=O)[nH]1
  101	104	99	-5	-7	-12	99	-1	104	-11	102
O=c1c2[nH]c3ccc(Br)cc3c2ncn1CCCn1ccnc1
  100	102	98	1	3	0	101	-4	101	-2	101
CCOc1ncccc1C(=O)Nc1ccc(Cl)cc1
  105	102	101	-8	1	1	104	0	105	-1	104
CC(c1nccs1)N(C)c1nc2nonc2nc1NC1CC1 (stereo not given)
  96	95	93	4	2	2	97	18	92	3	95
COc1cccc(/C=N/NC(=O)C(=O)N/N=C/c2cccc(OC)c2O)c1O
  103	104	98	2	3	-3	102	3	101	-1	101
c1coc(CNc2ncnc3ccccc23)c1
  98	100	99	-5	-3	0	99	0	100	-3	99
CC(Sc1nnc(-c2ccco2)o1)C(=O)NCCC1=CCCCC1 (stereo not given)
  97	93	96	0	0	-1	101	0	97	0	96
CSc1nsc(NC(=O)Cc2ccccc2)n1
  104	106	101	-1	-2	-1	102	-3	106	1	104
CCN1C(=O)CSc2ccc(C(=O)NC3CCCCC3)cc21
  102	102	98	0	-7	-13	100	0	100	-11	100
CCOC(=O)C1(Cc2ccc(Cl)cc2)CCN(C(=O)CCc2cnccn2)CC1
  98	97	96	-2	-4	-5	100	-4	99	-4	97
O=C(CCC(=O)c1ccc(F)cc1)Nc1cccnc1
  100	101	100	-9	-8	-2	94	-8	101	-4	99
COc1ccc(C2NC(=O)CS2)cc1 (stereo not given)
  100	101	100	-9	-9	-3	91	-6	100	-2	100
O=C(NCc1ccccc1)C1CC(=O)N(c2ccc(OCC(=O)N3CCCC3)cc2)C1 (stereo not given)
  99	102	99	0	4	6	101	0	101	7	102
CCCn1c(N)c(C(=O)CSc2nc(C)cs2)c(=O)n(C)c1=O
  104	106	100	-4	-4	-2	106	-3	105	0	102
Clc1ccc(-n2nnnc2SCc2cn3ccccc3n2)cc1
  103	108	98	-11	-8	-21	101	-1	106	-14	103
Cc1ccc2[nH]c(=O)c(CN(Cc3ccc4c(c3)OCO4)Cc3nnnn3Cc3ccco3)cc2c1
  u	u	u	-6	-5	-8	u	-1	u	-4	u
c1ccc(COc2ccc(Oc3nc(N4CCCCC4)nc(N4CCOCC4)n3)nn2)cc1
  101	107	99	-12	0	-1	98	0	95	0	100
CN(c1ccccc1)S(=O)(=O)c1cccc(NC(=O)Cc2c(F)cccc2Cl)c1
  96	100	97	-7	-6	0	97	-4	101	-4	99
CCOc1ccc2nc(NC(=O)c3ccc(S(=O)(=O)N4CCOCC4)cc3)sc2c1
  96	101	97	0	-4	0	101	-3	98	-3	97
c1ccn2cc(C34CC5CC(CC(C5)C3)C4)nc2c1
  98	102	98	0	-4	-8	101	-3	99	-1	100
COc1ccc(COc2cc(-c3cccc(OC)c3)nc3ccc(NC(=O)c4cccnc4)cc23)cc1
  91	89	94	2	-1	0	97	3	93	2	93
Cc1ccc(C(=O)NCc2nnc(SCC(=O)Nc3ccccc3)n2C)cc1
  100	101	101	-8	-5	-9	98	-1	104	-6	102
O=C(NCCN1CCOCC1)c1ccc(CS(=O)(=O)c2c(Cl)cccc2Cl)o1
  98	99	95	-6	-11	-10	96	-1	99	-9	99
CCNC(=O)c1c(O)c2ccccc2[nH]c1=O
  102	103	98	-17	-7	-11	104	-2	102	-7	102
O=C(CSc1nc(C2CCCCC2)nc2ccccc12)N1CCCC1
  99	97	98	-1	-2	-6	102	-2	98	0	98
Cn1c(COc2ccccc2)nnc1SCCN1CCOCC1
  97	100	96	3	3	2	97	3	97	0	96
N#Cc1cccc(NC(=O)COC(=O)c2ccccc2C(=O)c2ccc(Cl)c([N+](=O)[O-])c2)c1
  95	102	96	-8	-9	-2	100	-3	96	-3	95
CCOc1ccc(C(CC(=O)O)NC(=O)COc2ccccc2)cc1 (stereo not given)
  100	100	98	-2	-3	0	100	-1	100	0	101

A second format for some results above.
On1cnnc1-c1ccccc1
  Rab2A wt mod: 96 | Rac1 wt GTP bind: 100 | Rac1 act GTP bind: 99 | Bim-Bcl-XL: -4 | Bcl-B Bim block: -3 | Bim-Bfl-1: -2 | Rab7 wt modul: 97 | Bim-Bcl-W: -6 | Cdc42 wt GTP: 100 | Bim-Bcl-2: -5 | HRas wt GTP: 100

CCCCCNc1nc(NCCCO)c(C#N)c2c1CN(C)CC2
  Rab2A wt mod: 99 | Rac1 wt GTP bind: 105 | Rac1 act GTP bind: 99 | Bim-Bcl-XL: -6 | Bcl-B Bim block: -7 | Bim-Bfl-1: -12 | Rab7 wt modul: 99 | Bim-Bcl-W: 0 | Cdc42 wt GTP: 99 | Bim-Bcl-2: -11 | HRas wt GTP: 99

Going on with the list:
Every second line gives: Rab2A wt mod	Rac1 wt GTP bind	Rac1 act GTP bind	Bim-Bcl-XL	Bcl-B Bim block	Bim-Bfl-1	Rab7 wt modul	Bim-Bcl-W	Cdc42 wt GTP	Bim-Bcl-2	HRas wt GTP
CCn1c(SCC(=O)OC)nc2sc3c(c2c1=O)CCC3
  100	109	99	-5	-9	-13	100	1	107	-6	103
Cc1cc(=O)[nH]c(SCC(=O)NCc2ccco2)n1
  97	100	94	-2	-1	-2	99	-3	100	-8	98
Cc1ccc(-n2nc(C)c(/C=N/NC(=O)c3cccs3)c2Cl)cc1
  101	105	102	-10	-11	-3	103	-9	104	-5	101
CNC(=O)c1c(Br)cnn1-c1ccc(C)cc1
  97	99	96	-1	-1	-4	95	0	97	-6	97
Cc1ccc(Cn2c(=N)n(CC(O)c3ccco3)c3ccccc32)cc1 (stereo not given)
  97	101	101	-6	-1	0	94	2	102	2	99
Cc1cc(S(=O)(=O)N2CCN(c3ccccc3O)CC2)c(C)s1
  99	96	98	-1	-7	-7	97	2	97	-4	97
CCOC(=O)c1sc(NC(=O)C2C3C=CC(C3)C2C(=O)O)nc1C (stereo not given)
  102	104	96	-2	-2	-2	105	-1	103	0	103
COC(=O)c1sc2cc(C(F)(F)F)cnc2c1-c1ccccc1
  102	102	101	3	-1	1	103	1	101	0	103
CC1CCCC(C)N1/N=C/C=C/c1ccccc1[N+](=O)[O-] (stereo not given)
  98	102	98	-2	0	-7	103	1	99	-4	102
Fc1cc(F)c2nc(N3CCCCC3)sc2c1
  96	96	99	-3	-3	-7	94	0	97	-3	97
C#CCOCCOCCOCCNc1nc(N2CCN(C(=O)C(Cc3cc4ccccc4[nH]3)n3cc(C(N)C(C)CC)nn3)CC2)nc(N2CCN(C(=O)C(Cc3cc4ccccc4[nH]3)n3cc(C(N)C(C)CC)nn3)CC2)n1 (stereo not given)
  98	98	100	2	-19	-2	95	2	99	0	98
O=C(C1CCCN(Cc2cccnc2)C1)N1CCCCC1 (stereo not given)
  99	109	100	-7	-5	-21	100	-4	101	-13	101
COc1cc(OC)c(C#N)c(S(=O)Cc2ccccc2)c1 (stereo not given)
  102	104	101	0	-1	-8	103	3	98	-5	102
c1nc2sc3c(c2c2nnnn12)CCC3
  95	93	94	0	0	-7	95	0	96	-4	96
CCCc1nc(SCC(=O)Nc2nnc(CC)s2)c2c(C)c(C)sc2n1
  102	103	100	0	-4	-1	102	-1	103	0	102
COC(=O)c1sc(NC(=O)C(C)c2ccccc2)nc1C (stereo not given)
  100	101	100	0	0	3	98	1	98	5	99
CCOc1cc(CNCCO)ccc1OCC(=O)NC(C)(C)C
  93	94	94	-2	2	3	97	0	98	1	91
Cc1ccc(N2C(=O)[C@@H]3[C@H](C2=O)[C@H]2C=CC=NN2[C@@H]3C(=O)Nc2ccc(Cl)cc2)cc1
  103	105	101	-4	-9	-15	104	1	105	-8	102
COc1ccc2cc(C(c3nnnn3C3CCCC3)N3CCOCC3)c3nnnn3c2c1 (stereo not given)
  99	100	97	0	0	-2	98	0	100	2	98
CC(C)c1ccc(-c2c(C#N)c(N)nc(SCC(=O)N3CCCCCC3)c2C#N)cc1
  102	105	101	-7	-12	-7	104	0	104	-6	103
Cn1c(/C(C#N)=C/Nc2ccccn2)nc2ccccc21
  99	102	99	-4	-5	-10	99	-2	97	-12	100
COc1ccc(CNC(=O)c2cc(-c3ccccc3OC)on2)cc1
  99	100	97	1	0	0	99	1	100	-1	99
CNS(=O)(=O)c1cccc(C(=O)OCC(=O)C23CC4CC(CC(C4)C2)C3)c1
  102	102	101	-2	-5	-6	102	2	103	-7	104
O=C(/C=C/c1ccccc1)OCCCCN=C1NS(=O)(=O)c2ccccc21
  96	98	96	-1	-7	-6	94	-4	98	-4	94
O=C(CSc1n[nH]c(-c2ccccc2O)n1)N1CCOCC1
  97	101	96	-6	-6	-8	100	-1	99	0	97
CCOc1cc(C2C(C(=O)c3ccccc3)=C(C(=O)OC)Nc3nnnn32)ccc1O (stereo not given)
  101	104	100	0	-6	-13	100	0	102	-7	101
O=[N+]([O-])c1ccccc1NCCNS(=O)(=O)c1ccc(Cl)cc1
  96	102	99	-8	-12	-12	100	-8	99	-10	97
Nc1nnc(SCC(=O)Nc2cc(C(F)(F)F)ccc2N2CCOCC2)s1
  100	100	98	-1	0	-1	100	0	99	-2	101
COc1cc(C=C2C(=O)OC(C)(C)OC2=O)cc(Cl)c1OCC(=O)Nc1ccccc1
  92	93	90	-1	-1	-2	96	3	91	-1	92
